Screens: PubChem BioAssay, NCI
NCI-60 one-dose screen, 48 h, at 10 µM unless noted. Numbers give growth in % (100 = growth as untreated, 0 = no growth, -100 = all killed).
RPMI-8226 – RPMI-8226 leukemia cells. AID 1794781. 77,000 tested, 7.5% active
HOP-92 – HOP-92 NSCLC cells; 71,000 tested, 6.3% active; AID 1794738
EKVX – EKVX NSCLC; AID 1794765; 71,000 tested, 3% active
A549/ATCC – A549/ATCC NSCLC. 81,000 tested, 3.7% active
M14 – M14 melanoma | 80,000 tested, 6.2% active
MOLT-4 – MOLT-4 leukemia cells; 80,000 tested, 6.9% active
HOP-62 – HOP-62 NSCLC | 80,000 tested, 3.9% active | AID 1794735
CCRF-CEM – CCRF-CEM leukemia. AID 1794778. 77,000 tested, 7% active
Starred values were filed as active, the others as inactive; x = no result given; [ ] = dose if it differs, or a comment. The calls were made as follows: active = growth percent below 10; inactive = the rest. Not a hit list; 13% or so of the library scored in one or more.

Molecule	RPMI-8226	HOP-92	EKVX	A549/ATCC	M14	MOLT-4	HOP-62	CCRF-CEM
CC(=O)c1ccc(-n2c(Sc3nc(-c4ccccc4)c(C#N)c(=O)[nH]3)cn3c4c(=O)n(C)c(=O)n(C)c4nc23)cc1	99	75	84	105	96	100	91	103
COc1ccc2cc(C(C)C(=O)Nc3ccc(C(=O)Nc4ccc(S(=O)(=O)Nc5ncccn5)cc4)cc3)ccc2c1 (centres undefined)	110	92	99	96	103	99	108	126
O=C(Nc1nc2ccc(OC(F)(F)F)cc2s1)Nc1c(F)cccc1F	58	48	56	85	99	68	108	77
CCCC(=O)OC(C)COc1ccccc1C(C)CC (centres undefined)	x	97	98	70	88	100	90	93
COC(=O)[C@@H](Cc1ccc(O)cc1)n1cc(COC(=O)c2cccc3c(=O)c4ccccc4[nH]c23)nn1	97	91	96	98	98	134	112	87
O=C1C=CC(=Nc2ccc3c(c2)Cc2ccccc2-3)O1	86	x	99	101	96	88	94	55
Cc1ccc(C(=O)c2ccc(CC(=O)NNC(=O)Nc3c(C)cccc3Cl)n2C)cc1	98	104	96	97	99	95	97	102
COc1ccc(-c2cc(-c3c[nH]c4ccccc34)nc(N)c2C#N)cc1	35	69	66	44	53	44	73	41
C#CC(C)OCC1CNC(=S)O1 (centres undefined)	98	x	98	98	105	108	95	100
O=C1c2ccccc2-c2c1c1c(=O)[nH]c3ccccc3c1n2Cc1ccccc1	80	56	52	45	84	65	76	87
CN(c1ccccc1)S(=O)(=O)c1ccccc1	106	91	96	96	114	97	102	98
CCCCn1c(SCC(=O)Nc2ccc(S(=O)(=O)Nc3ccc(Cl)nn3)cc2)nc2ccccc2c1=O	101	68	89	100	92	101	86	101
COc1cc(C(=O)/C=C/c2c(C)n([O-])c3ccc(C)cc3[n+]2=O)cc(OC)c1OC	-17*	64	51	86	60	-30*	102	x
NC(=S)NN=C1CCCCCCCCCC1	63	x	73	93	90	69	117	74
Cc1ccc(S(=O)(=O)CCCCl)cc1	112	87	101	97	98	105	93	97
CCCc1cc(=O)oc2c(C(=O)CC(C)COC(=O)/C=C/c3ccccc3)c(O)c(CC=C(C)C)c(O)c12 (centres undefined)	96	88	99	111	96	101	101	99
CCOC(=O)c1cc(C(=O)c2ccc(Br)cc2)n2ccc3ccccc3c12	101	110	98	107	104	105	102	100
COc1ccc(C2CC(c3ccc(Nc4nc(NCCO)nc(NCCO)n4)cc3)=NN2c2ccc(Cl)cc2)cc1 (centres undefined)	64	91	88	59	75	47	82	57
O=C(O)CCN1CCOCC1	104	93	96	104	107	x	97	x
C=C(C)[C@@H]1CCC=C2CC[C@]3(C)[C@H](CC[C@@H]4[C@@]5(C)CCCNC(C)(C)[C@@H]5CC[C@]43C)[C@H]21	-12*	79	95	13	35	0.1*	78	40
CC(Cc1ccccc1)NN(CS(=O)(=O)O)CS(=O)(=O)O (centres undefined)	98	88	99	89	91	72	87	102
CC(C(=O)O)c1ccc2c(c1)[nH]c1ccc(Cl)cc12 (centres undefined)	x	x	94	100	101	100	111	x
O=C(COc1cccc(/C=C2\Oc3ccccc3C2=O)c1)c1ccc([N+](=O)[O-])cc1	76	78	95	90	100	72	103	63
O=C1C(Sc2ccccc2)=C(Cl)CN1Cc1ccccc1	112	108	100	104	111	96	104	95
COC(=O)CCCc1ccc(CCCC(=O)OC)cc1	100	96	104	95	97	96	98	107
C=CCN1C=CC(=O)[C@H](O[Si](C)(C)C(C)(C)C)[C@@H]1/C=C/c1ccccc1	-16*[100 µM]	-90*[100 µM]	-48*[100 µM]	-40*[100 µM]	-79*[100 µM]	-30*[100 µM]	-89*[100 µM]	-34*[100 µM]
COc1cc2c(c(OC)c1)C1c3ccccc3NC(=O)N1CC2 (centres undefined)	16	29	42	23	-19*	31	52	11
CCOC(=O)c1cc(CC)sc1N	92	96	x	x	102	96	105	x
N#CC(C#N)N=Nc1ccc(Cl)cc1Cl	51	-26*	99	105	82	75	81	48
CN(C)c1ccc(/C=C2\CCc3ccccc3C2=O)cc1Br	80	118	93	98	92	88	x	85

18 entries from above, ordered by molar mass, rising:
Molecule	RPMI-8226	HOP-92	EKVX	A549/ATCC	M14	MOLT-4	HOP-62	CCRF-CEM
O=C(O)CCN1CCOCC1	104	93	96	104	107	x	97	x
CCOC(=O)c1cc(CC)sc1N	92	96	x	x	102	96	105	x
Cc1ccc(S(=O)(=O)CCCCl)cc1	112	87	101	97	98	105	93	97
N#CC(C#N)N=Nc1ccc(Cl)cc1Cl	51	-26*	99	105	82	75	81	48
NC(=S)NN=C1CCCCCCCCCC1	63	x	73	93	90	69	117	74
CN(c1ccccc1)S(=O)(=O)c1ccccc1	106	91	96	96	114	97	102	98
CC(C(=O)O)c1ccc2c(c1)[nH]c1ccc(Cl)cc12 (centres undefined)	x	x	94	100	101	100	111	x
CCCC(=O)OC(C)COc1ccccc1C(C)CC (centres undefined)	x	97	98	70	88	100	90	93
COc1cc2c(c(OC)c1)C1c3ccccc3NC(=O)N1CC2 (centres undefined)	16	29	42	23	-19*	31	52	11
COc1ccc(-c2cc(-c3c[nH]c4ccccc34)nc(N)c2C#N)cc1	35	69	66	44	53	44	73	41
O=C(Nc1nc2ccc(OC(F)(F)F)cc2s1)Nc1c(F)cccc1F	58	48	56	85	99	68	108	77
O=C(COc1cccc(/C=C2\Oc3ccccc3C2=O)c1)c1ccc([N+](=O)[O-])cc1	76	78	95	90	100	72	103	63
Cc1ccc(C(=O)c2ccc(CC(=O)NNC(=O)Nc3c(C)cccc3Cl)n2C)cc1	98	104	96	97	99	95	97	102
COC(=O)[C@@H](Cc1ccc(O)cc1)n1cc(COC(=O)c2cccc3c(=O)c4ccccc4[nH]c23)nn1	97	91	96	98	98	134	112	87
CCCc1cc(=O)oc2c(C(=O)CC(C)COC(=O)/C=C/c3ccccc3)c(O)c(CC=C(C)C)c(O)c12 (centres undefined)	96	88	99	111	96	101	101	99
CC(=O)c1ccc(-n2c(Sc3nc(-c4ccccc4)c(C#N)c(=O)[nH]3)cn3c4c(=O)n(C)c(=O)n(C)c4nc23)cc1	99	75	84	105	96	100	91	103
COc1ccc(C2CC(c3ccc(Nc4nc(NCCO)nc(NCCO)n4)cc3)=NN2c2ccc(Cl)cc2)cc1 (centres undefined)	64	91	88	59	75	47	82	57
COc1ccc2cc(C(C)C(=O)Nc3ccc(C(=O)Nc4ccc(S(=O)(=O)Nc5ncccn5)cc4)cc3)ccc2c1 (centres undefined)	110	92	99	96	103	99	108	126

(listing goes on)
Molecule	RPMI-8226	HOP-92	EKVX	A549/ATCC	M14	MOLT-4	HOP-62	CCRF-CEM
CS(=O)(=O)c1ccc(C(=O)N/N=C/c2ccc(O)cc2)cc1	105	x	101	x	109	68	98	100
CCN(CC)CCC(CNc1c(C)cnc2cc(Cl)ccc12)c1ccc(OC)cc1 (centres undefined)	78	x	79	103	87	x	85	85
N#CCc1ccc(N=Nc2c(N)nc(N)[nH]c2=O)cc1	94	x	x	107	94	87	84	92
CNC(=O)c1cc(N2CCc3cc(NC(=O)Nc4cc(C(F)(F)F)cc(C(F)(F)F)c4)ccc32)ccn1	75	86	99	95	x	89	97	102
CN1C(=S)N(C)C2NC(=NCCO)NC21 (centres undefined)	x	x	99	99	102	93	95	101
CCOC(=O)C1=C(C)N=C2Sc3cc(Cl)ccc3N2C1c1cn(-c2ccccc2)nc1-c1ccc(F)cc1 (centres undefined)	77	65	81	69	89	71	51	59
COc1cc2c(cc1OC)/C(=C\c1sc(Nc3ccc(O)cc3)nc1O)C(C(=O)O)=N2	16	36	60	56	4.9*	26	39	19
COc1cc(-c2ccc(Nc3nc4ccccc4s3)c(OC)c2)ccc1Nc1nc2ccccc2s1	107	86	103	105	106	101	90	102
CCCCC(O)Cn1ncc(C(=O)OCC)c1NC(=O)NCc1cccc(F)c1 (centres undefined)	100	98	x	94	104	90	98	101
Cc1ccc2oc(=O)cc(CSC(=S)N3CCOCC3)c2c1	86	67	89	95	96	100	90	96
OC(Cc1ccccc1)Cc1ccccc1	105	118	100	100	103	102	103	99
Nc1c2c(nc3ccc(Br)cc13)CC(c1ccc(Cl)cc1)CC2=O (centres undefined)	102	100	98	105	98	99	118	91
O=C[C@H](O)[C@@H](O)[C@H](O)CO	104	77	97	104	105	106	95	99
CCc1c(Nc2ccccc2Cl)[nH]c(N)nc1=S	101	x	88	99	109	92	97	97
C=CCOC(=O)c1ccco1	107	105	112	x	111	109	95	104
O=C(N1CCOCC1)C12OC3CC(CC(C3)O1)O2	101	102	x	100	104	99	96	x
CCCn1cnc2c(c1=N)C(c1ccc(F)cc1)c1sc3c(F)cccc3c1O2 (centres undefined)	40	67	77	48	39	44	52	20
N=C([O-])c1ccccc1-c1[nH]c(-c2ccccc2)nc1-[n+]1ccccc1	96	77	100	97	95	91	92	84
CCOc1nc(-c2ccccc2)cc2c(O)c(C(=O)N/N=C/c3ccc(O)cc3)[nH]c(=O)c12	56	51	99	125	103	72	106	61
NNC(=O)CSc1ncnc2c1c(-c1ccccc1)c(-c1ccccc1)n2-c1cccc(Cl)c1	91	63	101	92	88	79	79	89
c1ccc(CN2CCOCC2)nc1	104	x	99	106	104	105	98	95
CC(=O)n1nc(-c2ccccc2)cc1-c1ccccn1	121	111	93	103	106	113	93	120
CCOC(=O)c1cc(C(=O)c2cc(OC)cc(OC)c2)n2c1ccc1ccccc12	97	86	90	100	90	102	85	94
C/C=C1/C[N+]2(CCl)CC[C@@]34C[C@H]5[C@@H]6C[C@H]7c8c(c9ccccc9n8C)C[C@@H]([C@@H]6CO[C@@]5(C)O[C@@]35[C@@H]2C[C@@H]1[C@@H](C(=O)OC)N5c1ccccc14)N7C (some centres undefined)	57	68	92	98	96	90	96	94
O=C(CCCNC(=O)OCc1ccccc1)Oc1ccc([N+](=O)[O-])cc1	104	132	x	112	101	107	95	98
Cn1cc(/C=C2\C(=O)N(CCCCn3c4ccccc4c(=O)c4ccccc43)c3ccccc32)c2ccccc21	90	82	102	103	98	76	93	99
c1ccc(CCNc2ncnc3[nH]ncc23)cc1	67	55	58	92	104	124	90	95
BrC1c2ccccc2-c2ccccc21	104	x	105	93	102	101	115	100
CC[C@H](Nc1ncnc2nc[nH]c12)c1nc(CCCCCC(=O)OC)c2ccccc2n1	97	77	91	73	95	89	93	100
O=C(/C(=C/c1ccc([N+](=O)[O-])cc1)SCc1ccc(Cl)cc1)c1ccc(F)cc1	-26*	80	60	80	47	7.7*	69	4.7*

Next part
Molecule	RPMI-8226	HOP-92	EKVX	A549/ATCC	M14	MOLT-4	HOP-62	CCRF-CEM
CCn1c(Sc2nnc(NC(=O)CSC(=S)N3CCCC3)s2)nc2c1c(=O)n(C)c(=O)n2C	x	84	95	103	97	95	94	95
Cc1nc2ccccc2nc1-c1ccc([N+](=O)[O-])cc1	118	x	98	98	107	94	98	104
CO[C@@]1(NC(=O)C2SC(=C(C(N)=O)C(=O)O)S2)C(=O)N2C(C(=O)O)=C(CSc3nnnn3C)CSC21 (some centres undefined)	105	x	103	103	110	91	112	103
OCCNc1nc(NCCO)nc(Nc2ccc(C3=NN(c4ccc(Cl)cc4)C(c4ccc(Cl)cc4)C3)cc2)n1 (centres undefined)	28	82	65	51	64	29	47	25
O=C(c1c(F)ccc(NS(=O)(=O)N2CC[C@@H](F)C2)c1F)c1c[nH]c2ncc(-c3cnc(C4CC4)nc3)cc12	36	36	58	34	-0.5*	16	38	48
N=C(N)SCCc1ccccc1	92	72	128	108	90	91	86	97
CCn1nccc1N	112	97	102	101	96	99	104	103
COc1cc(OC)c2c(c1)nc(-c1ccc(OC)c(OC)c1)c1c(=O)n(C)c(=O)n(C)c12	121	89	101	103	102	121	103	135
O=C(Cc1ccccc1)Nc1cccc(N=Cc2c(O)ccc3ccccc23)c1	96	56	100	92	91	98	100	92
O=C1N[C@H](C(=O)NCc2ccc(Cl)cc2Cl)C/C1=N/O	101	98	95	83	102	97	75	94
O=S1(=O)N=C2N3C=C(C(F)(F)F)C=C(Cl)C3=NN2c2ccncc21	77	95	110	111	109	32	125	74
Cc1ccccc1CC(N)C(=O)O (centres undefined)	109	92	103	107	100	109	103	110
CC(C)[C@H](NC(=O)OCc1ccccc1)C(=O)C1CO1 (some centres undefined)	102	85	100	103	101	99	109	97
COc1ccc(C(=O)/C=C/c2cccnc2Nc2cc(OC)c(OC)c(OC)c2)cc1	-21*	49	62	24	43	2.6*	48	-17*

Exported with each value named: entries from further up.
N=C(N)SCCc1ccccc1
  RPMI-8226: 92	HOP-92: 72	EKVX: 128	A549/ATCC: 108	M14: 90	MOLT-4: 91	HOP-62: 86	CCRF-CEM: 97
CCn1nccc1N
  RPMI-8226: 112	HOP-92: 97	EKVX: 102	A549/ATCC: 101	M14: 96	MOLT-4: 99	HOP-62: 104	CCRF-CEM: 103
